Gli-Sufu antag – Gli-Sufu pathway antagonism; Sufu-KO-LIGHT fibroblasts, Gli luciferase reporter luminescence; inhibition, % at 5 µM; actives 0.74% (n = 340,000); AID 588413;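 active means inhibition above about 55%, limit read from the data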;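 further: 0% = DMSO-treated cells and 100% = wells with medium but no cells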
APJ agonist – agonists of human APJ apelin receptor; P35414; CHO-K1 APJ PathHunter beta-arrestin, luminescence; 0% DMSO wells, 100% apelin; activation, % at 20 µM; actives 0.11% (n = 330,000); AID 2520;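 active means activation more than six SD over the plate average, tested at 20 µM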;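 further: 0% = DMSO alone and 100% = apelin-13 at 10 nM; some results filed as inactive read as strong as hits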
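Incubation: overnight seeding, 90 min compound at 25 °C, 1 h detection; test system: PathHunter CHO-K1 APJ (AGTRL-1) beta-arrestin reporter cells; amount: 1000 cells/well; doses: one dose, 20 µM compound, 1% DMSO; measured by: beta-gal luminescence; measure: agonist-driven arrestin binding to APJ; benchmarks: negative DMSO alone, positive Apelin-13 at 10 nM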
ATG4B inhibitor – blocks human ATG4B protease cleavage of LC3 substrate; AID 504462; inhibition, % at 8.33 µM; Q9Y4P1; ATG4B cleavage of LC3-PLA2, NBD-HPC fluorescence, 1 h; actives 0.51% (n = 340,000); in the data active means inhibition above about 40%
UBC13 inh – blocks human UBC13 polyubiquitin chain formation | TR-FRET | inhibition, % at 20 µM | actives 0.47% (n = 330,000); in the data active means inhibition above about 45%, passing the limit was not always enough
Target sequence (P61088 whole entry, looked up): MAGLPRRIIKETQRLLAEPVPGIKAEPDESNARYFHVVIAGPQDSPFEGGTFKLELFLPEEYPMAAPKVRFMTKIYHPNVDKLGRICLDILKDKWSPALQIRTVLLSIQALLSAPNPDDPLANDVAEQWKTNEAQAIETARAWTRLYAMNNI
APJ antagonist – antagonists of human APJ apelin receptor | P35414 | CHO-K1 APJ beta-arrestin complementation, luminescence | inhibition, % at 20 µM | actives 0.32% (n = 330,000) | AID 2521;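 active means inhibition above about 40% at 20 µM, limit read from the data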;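 further: cells challenged with 10 nM apelin-13 agonist together with compound; plate controls were apelin-13 plus DMSO wells for no effect and DMSO wells lacking apelin-13 for full effect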
EBI2 block – blocks human EBI2 receptor beta-arrestin signaling. P32249. EBI2 beta-arrestin recruitment, luminescence, 7a,25-OHC stimulated. inhibition, % at 5 µM. actives 0.81% (n = 360,000). AID 651636; in the data active means inhibition above about 38%;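 further: enzyme fragment complementation signal reports receptor beta-arrestin coupling in cells; 0% = agonist plus DMSO wells and 100% = wells without agonist; some results beyond the cut were filed as inactive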
Target sequence (P32249 whole entry, looked up, the tested form may be a part): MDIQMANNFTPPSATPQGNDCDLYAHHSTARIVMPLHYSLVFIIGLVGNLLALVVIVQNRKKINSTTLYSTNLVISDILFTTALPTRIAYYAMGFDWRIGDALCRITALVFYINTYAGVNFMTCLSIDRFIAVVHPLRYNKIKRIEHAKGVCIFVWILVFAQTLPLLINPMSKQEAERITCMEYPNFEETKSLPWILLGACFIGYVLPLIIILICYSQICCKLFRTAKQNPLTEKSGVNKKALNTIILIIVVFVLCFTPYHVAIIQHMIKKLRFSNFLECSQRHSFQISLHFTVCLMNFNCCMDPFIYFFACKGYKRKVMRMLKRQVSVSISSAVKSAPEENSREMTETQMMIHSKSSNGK
CXCR6 block – blocks human CXCR6 beta-arrestin recruitment. actives 0.36% (n = 360,000). AID 602244. inhibition, % at 20 µM. CHO-K1 PathHunter CXCR6 beta-arrestin, luminescence. O00574; in the data active means inhibition above about 34%, passing the limit was not always enough;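 further: antagonist mode with CXCL16 agonist at 10 nM final; 0% = 10 nM CXCL16 with DMSO and 100% = unstimulated wells without agonist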
CCR6 antagonist – CCR6 (human) receptor antagonism; CHO-K1 CCR6 PathHunter beta-arrestin, luminescence, CCL20-stimulated; inhibition, % at 20 µM; actives 0.49% (n = 340,000); P51684;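 active means compounds whose inhibition of the agonist-driven luminescence signal at 20 µM reaches about 50%, limit read from the data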;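 further: cells stimulated with CCL20 at 14 nM final; plate controls were DMSO with CCL20 for no effect and DMSO without agonist for full effect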
Target sequence (P51684 whole entry, looked up): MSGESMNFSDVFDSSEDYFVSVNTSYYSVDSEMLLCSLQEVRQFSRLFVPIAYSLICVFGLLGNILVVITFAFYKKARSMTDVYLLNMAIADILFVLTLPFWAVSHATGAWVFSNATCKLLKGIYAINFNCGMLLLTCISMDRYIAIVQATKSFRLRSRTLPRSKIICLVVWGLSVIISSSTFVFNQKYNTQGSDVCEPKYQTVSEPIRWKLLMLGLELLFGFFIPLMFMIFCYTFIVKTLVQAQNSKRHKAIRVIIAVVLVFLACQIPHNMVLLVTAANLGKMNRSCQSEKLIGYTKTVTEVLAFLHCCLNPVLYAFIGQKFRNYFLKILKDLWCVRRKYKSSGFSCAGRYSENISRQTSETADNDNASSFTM
* hit, by the source's call; · = no result given.

SMILES	UBC13 inh	EBI2 block	APJ antagonist	CXCR6 block	ATG4B inhibitor	Gli-Sufu antag	APJ agonist	CCR6 antagonist
Cc1[nH]oc(=O)c1N=Nc1c(Cl)cccc1Cl	4	-4	25	-5	-2	1	-3	7
O=[N+]([O-])c1cccc(S(=O)(=O)N2CCN(S(=O)(=O)N3CCOCC3)CC2)c1	0	-18	-3	-5	1	16	4	0
Nc1nc2ccccc2n1/N=C/c1cccnc1	-4	-10	9	-2	-5	16	1	6
Cc1nnc(SCC(=O)N2c3ccccc3CC2C)s1 (stereo not drawn)	-14	-8	-27	-13	-5	-12	0	5
Cc1cc(-c2ccco2)n2c(nc3ccccc32)c1C#N	-10	-19	6	-1	-12	0	1	2
COc1ccc(C(=O)CC(=O)C(=O)Nc2cc(Cl)c(OC)cc2OC)cc1	-25	-15	-13	3	2	1	0	10
O=C(c1ccccc1)n1c(=O)c(F)cn(COCCBr)c1=O	-2	-7	2	-3	-8	-2	-3	11
O=[N+]([O-])c1ccc(C(O)CSC(=S)N2CCCCC2)cc1 (stereo not drawn)	-4	8	-1	-6	-2	-34	-3	3
N/C(=N\OC(=O)c1ccccc1)C(Cc1ccccc1)C(=O)NOC(=O)c1ccccc1 (stereo not drawn)	·	2	·	-2	5	-2	·	-16
Cc1csc(NC(=O)c2ccc[nH]c2=O)n1	2	5	15	-3	2	-48	0	1
CN(C)CCOC(=O)c1cccc(Br)c1	3	11	13	-5	-2	0	-3	12
COC(=O)C(NC=O)C(O)(Cc1ccccc1)C(F)(F)F (stereo not drawn)	4	-3	-4	7	-7	-16	1	8
COc1ccc(S(=O)(=O)NCc2cccnc2)cc1C(=O)N1CCCCC1	-1	-5	-2	-5	10	-21	-2	-10
CCS(=O)(=O)N1CCCC(C(=O)NCCCOC(C)C)C1 (stereo not drawn)	2	0	15	-7	7	4	0	9
C[C@H](CO)N1C[C@H](C)[C@@H](CN(C)C(=O)NC2CCCCC2)Oc2ccc(NC(=O)Nc3ccccc3)cc2C1=O	13	-6	15	-3	4	-9	0	8
CCN(CC)CCCNC(=O)c1nn(-c2ccccc2OC)c(=O)c2ccccc12	-1	-8	-6	10	-5	9	-2	1
O=C(Cc1ccccc1)NC(NCCc1ccccc1)C(Cl)(Cl)Cl (stereo not drawn)	1	23	14	6	-3	1	-2	8
CC(C)Cn1cc(C(=O)N2CCC(C)CC2)c2c3ccccc3n(C)c2c1=O	15	3	-3	-6	-6	7	-4	11
Cc1cc(C(=O)COC(=O)c2ccc[nH]c2=O)c(C)n1C1CC1	-17	-2	-9	3	8	-22	-1	-10
COc1ccc(NC(=O)Nc2c(O)ccc3ccccc23)cc1	4	3	-36	-16	-5	5	3	-4
CC(C)(C)N1C(=O)c2ccc(C(=O)Nc3cc(C(=O)O)cc(C(=O)O)c3)cc2C1=O	-6	3	-9	1	0	3	0	-4
COc1ccc(-c2c(-c3cc(OC)cc(OC)c3)n(C)c3ccc(-c4cnc(N)nc4)cc23)cc1	-4	17	13	0	2	1	-4	10
CN(C)c1ccc(/C=N/NC(=O)CNC(=O)/C=C/c2ccccc2)cc1	2	14	-10	-4	1	-7	2	0
NS(=O)(=O)c1cc2c(cc1Cl)NC(C1CC3C=CC1C3)NS2(=O)=O (stereo not drawn)	0	-4	17	1	-5	-8	-1	4
C(=N\n1cnnc1)/c1ccc2ncccc2c1	6	-16	-12	1	-4	-3	0	5
O=C(c1cc(F)c(F)cc1Cl)N1CCCc2ccccc21	0	12	2	4	6	2	-3	0
CN(C)S(=O)(=O)N1CCC(CO)(CCc2ccccc2)CC1	-14	-1	6	-6	6	12	-2	-2
CC1CCC(NC(=O)Nc2cccs2)CC1 (stereo not drawn)	7	-7	-7	-2	-10	-38	-4	-4
COc1ccccc1NC(=O)CN(C)S(=O)(=O)c1ccc(F)cc1	5	-8	23	11	-2	-3	-1	-4
COc1ccccc1CNC(=O)CCCn1nc(C)n2ccnc2c1=O	-1	-5	20	-2	-4	2	1	11

Some of the entries so far, with values under each structure.
Each structure is followed by: UBC13 inh, EBI2 block, APJ antagonist, CXCR6 block, ATG4B inhibitor, Gli-Sufu antag, APJ agonist, CCR6 antagonist
> O=C(Cc1ccccc1)NC(NCCc1ccccc1)C(Cl)(Cl)Cl (stereo not drawn)
  1, 23, 14, 6, -3, 1, -2, 8
> CC(C)Cn1cc(C(=O)N2CCC(C)CC2)c2c3ccccc3n(C)c2c1=O
  15, 3, -3, -6, -6, 7, -4, 11
> Cc1cc(C(=O)COC(=O)c2ccc[nH]c2=O)c(C)n1C1CC1
  -17, -2, -9, 3, 8, -22, -1, -10

Continued:
SMILES	UBC13 inh	EBI2 block	APJ antagonist	CXCR6 block	ATG4B inhibitor	Gli-Sufu antag	APJ agonist	CCR6 antagonist
N#Cc1nc(Cc2cccc3ccccc23)oc1NCCCN1CCOCC1	36	-4	-26	4	1	11	-4	10
CCOc1ccc(NC(=O)CC2C(=O)N(C)C(=S)N2CCCc2ccccc2)cc1 (stereo not drawn)	9	-7	-11	4	-7	9	-3	12
O=C(/C=C/c1ccc(Cl)cc1)NCc1ccco1	-16	37	4	-8	-2	·	-3	6
COc1ccc(-n2nc(N)c3c(=O)oc(N(C)C)nc32)cc1	4	-12	10	-16	-2	-1	-1	-3
O=C(CN1CCC(Cc2ccccc2)CC1)NC(=O)NCc1ccco1	8	9	-2	0	-15	-8	0	24
CCC(=O)NC1CCN(C(=S)NC)CC1	-8	-2	-10	0	0	57*	-4	11
Nc1nc(SCC(=O)NCCOCCO)nc2sc3c(c12)CCCC3	2	5	-35	-3	-2	-2	-2	-2
Cn1c(Cn2c(=O)sc3ccccc32)nnc1SCC(=O)N1CCN(c2ccccc2)CC1	5	-2	6	2	4	-2	-4	-5
Cc1cccc(NC(=O)NNS(=O)(=O)c2ccc(F)cc2)c1	7	-7	3	8	31	2	-3	-3
O=C(CNC(=O)c1cccc(Cl)c1)N/N=C/C=C/c1ccccc1	-1	-1	3	3	-12	4	-2	-5
O=S(=O)(N1CCOCC1)n1cnc2ccccc21	5	-10	7	1	-8	1	-5	-6
CC1CC(C)CN(C(=O)CNS(=O)(=O)c2cccs2)C1 (stereo not drawn)	5	-10	17	0	-10	-14	2	17
O=C(O)c1ccn[nH]1	-2	-3	7	1	-28	4	-5	12
O=C(Nc1ccc(Cl)cc1)Nc1csc([N+](=O)[O-])c1	6	-2	-9	11	2	33	5	37
CNc1oc(Cc2ccccc2)nc1S(=O)(=O)c1ccc(Cl)cc1	-4	-10	-11	5	-14	-5	-5	5
CC(C)(C)c1nc(Sc2ncccc2[N+](=O)[O-])n[nH]1	-9	1	-20	6	-8	4	1	2
CCC(C)C(=O)Nc1nc2c(s1)C(=O)CC(C)(C)C2 (stereo not drawn)	2	-9	-4	1	-3	0	-3	-6
COc1cc(NC(=O)CN2C(=O)NC(c3ccccc3)(c3ccccc3)C2=O)cc(OC)c1	1	-5	-5	0	-2	3	0	-10
CSCCC(NC(=O)c1cccc(S(=O)(=O)N2CCOCC2)c1)c1nc2ccccc2[nH]1 (stereo not drawn)	0	-5	-6	-3	-4	-5	-2	8
C=CCOc1cccc(/C=C/c2nc3ccccc3c(=O)[nH]2)c1	2	-6	14	7	-5	-78	-5	5
COc1c(C)cccc1C(=O)Nc1ccc(N2CCN(C(=O)c3ccccc3C)CC2)cc1	4	3	0	-2	-8	0	2	16
COc1cc2c(cc1C1C(C#N)=C(N)OC3=C1C(=O)CC(C)(C)C3)OCO2 (stereo not drawn)	-12	-9	5	-6	-3	10	0	-2
CN(C(=O)CCN1C(=O)/C(=C/c2ccccc2F)SC1=S)C1CCS(=O)(=O)C1 (stereo not drawn)	1	-4	-1	-14	1	-7	7	11
COc1ccc2nc3sc(C(=O)N4CCN(C)CC4)cc3cc2c1	23	-13	-10	1	-8	94*	4	-25
O=C(/C=C/c1ccccc1)NNC(=O)c1ccco1	3	12	12	-4	11	39	-2	3
CCc1nnc(NS(=O)(=O)c2ccc(NCc3ccccc3O)cc2)s1	-4	-2	-24	-5	-6	-7	-3	10
CC(=O)c1cc(-c2ccccc2)[nH]c1N1CCOCC1	1	-15	15	5	-7	-5	-3	-24
COc1ccc(-c2noc(CN(C)C(=O)c3ccc4c(c3)OCO4)n2)cc1OC	-3	-4	-14	3	-9	15	0	5
COCCCNC(=O)CCN1C(=O)COc2ccccc21	1	-8	16	5	-10	4	-2	6
CC(=O)Nc1ccc(-n2c(=O)c3ccccc3c3ccccc3c2=O)cc1	17	4	26	22	2	-10	11	26
O=[N+]([O-])c1ccc(-[n+]2ccc3ccccc3c2)c([N+](=O)[O-])c1	-15	-32	-155	-24	12	16	16	25
Cc1ccccc1OCC(=O)NC(=S)Nc1ccc(N2CCOCC2)c(Cl)c1	-1	7	15	-4	-10	3	4	29
O=C(O)CC(NC(=O)CC(c1ccccc1)c1ccccc1)c1cccc([N+](=O)[O-])c1 (stereo not drawn)	-3	-13	16	1	-9	2	0	-1
CCN1C(=O)[C@H]2[C@@H](c3ccc(-c4ccc(F)cc4)cc3)N[C@@](Cc3ccccc3)(C(=O)OC)[C@H]2C1=O	-11	21	1	-2	-2	-2	0	0
O=C(O)CN1C2=NCCCN2c2ccccc21	-2	-8	12	-7	4	-3	0	-3
Cc1ccc2nc(Cl)c(/C=N/n3c(C)nnc3C)cc2c1	-1	36	16	-1	1	-5	1	6
COc1ccc(C)cc1NC(=O)CCNC(=O)c1ccco1	-2	-6	7	5	3	-17	-2	13
COc1ccc2c(c1)c1nc3ccccc3nc1n2Cc1ccc(OC)c(OC)c1	·	25	·	1	-14	4	·	2
Cc1cccc([N+](=O)[O-])c1NC(=O)CN(Cc1ccccc1)Cc1ccccc1	10	20	4	6	12	5	-3	21
Cc1cc(S(=O)(=O)NCc2ccco2)c(C)s1	2	-9	2	7	-2	-4	-3	10
COCC(=O)NC1CCN(S(=O)(=O)c2cccc(C(C)=O)c2)CC1	-5	-1	-10	0	-2	-4	-1	-19
CCOC(=O)c1c(NC(=O)/C=C/C(=O)O)sc(C)c1-c1ccc(Cl)cc1	-18	1	-15	4	9	-12	-4	6
COc1cc(NC(=O)c2ccco2)c(OC)cc1NC(=O)CSc1ncc(-c2ccc(F)cc2)[nH]1	6	24	13	1	-1	-5	1	6
CCC(C)(CC(=O)Nc1nccs1)c1ccccc1 (stereo not drawn)	7	-8	11	8	-2	-4	-2	11
CC1CC(NS(=O)(=O)c2cc3c4c(c2)CCN4C(=O)CC3)CC(C)(C)C1 (stereo not drawn)	-1	8	-5	1	4	-2	7	17
NNC(=O)Cn1nc(-c2ccccc2)c2ccccc2c1=O	-5	-2	-10	-5	-1	1	-3	-2
CCOc1ncccc1C(=O)OCC(=O)c1cccc(Br)c1	8	3	8	8	4	-14	-2	19
C=CC[C@@H](CC(=O)NCCO)C(=O)NC[C@H](OC(=O)[C@@H](CC=C)Cc1ccc(F)cc1)c1ccccc1	13	-37	-8	-5	-15	-4	0	-7
COc1ccc(S(=O)(=O)N[C@@H](Cc2ccc(Cl)cc2)C(=O)N2CC[C@@]3(O)CCCC[C@H]3C2)cc1	-1	-4	-13	-6	-2	-2	2	-2
c1ccc(Cc2nnc(N3CCOCC3)c3ccccc23)cc1	1	-3	2	-13	-11	-1	-2	4
COc1cccc(NC(=S)N(CCCN2CCOCC2)C(C)c2cc3cccc(OC)c3o2)c1 (stereo not drawn)	-3	1	7	0	-13	15	-3	2

Source: PubChem
